FXIIa single = blocks human coagulation factor XIIa activity; P00748; purified human FXIIa, AMC substrate fluorescence, 2 h; inhibition, % at 10 µM; hit rate 0.2% among 33,000; AID 701; in the data active means inhibition above about 30%;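 further: 0% = enzyme with vehicle only and 100% = no enzyme blank; many of its hits are not listed in these tables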
Target sequence (P00748 20-372 limits assumed): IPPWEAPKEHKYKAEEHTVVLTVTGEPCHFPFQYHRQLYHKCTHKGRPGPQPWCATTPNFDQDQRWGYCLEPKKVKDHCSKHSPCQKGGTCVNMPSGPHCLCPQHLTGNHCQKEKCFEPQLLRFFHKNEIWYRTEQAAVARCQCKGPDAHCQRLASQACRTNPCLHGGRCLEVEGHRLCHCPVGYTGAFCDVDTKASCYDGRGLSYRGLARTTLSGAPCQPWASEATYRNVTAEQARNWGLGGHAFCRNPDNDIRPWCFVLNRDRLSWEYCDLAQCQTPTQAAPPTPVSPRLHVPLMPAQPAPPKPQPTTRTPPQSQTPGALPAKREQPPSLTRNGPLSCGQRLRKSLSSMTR
Target sequence (P00748 373-615 limits assumed): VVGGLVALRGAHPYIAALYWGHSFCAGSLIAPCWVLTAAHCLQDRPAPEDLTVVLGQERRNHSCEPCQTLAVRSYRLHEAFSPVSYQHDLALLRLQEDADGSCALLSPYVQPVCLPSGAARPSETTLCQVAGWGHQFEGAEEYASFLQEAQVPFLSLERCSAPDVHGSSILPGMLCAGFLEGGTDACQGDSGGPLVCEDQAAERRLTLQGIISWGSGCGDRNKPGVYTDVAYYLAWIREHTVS
FXIa single inh = inhibitors of human coagulation factor XIa. P03951. purified human FXIa, fluorogenic AMC substrate cleavage. inhibition, % at 10 µM. hit rate 0.3% among 33,000;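 active means inhibition above 40% in the primary screen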;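 further: 0% = enzyme without compound and 100% = blank wells lacking enzyme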
* = called active by the depositor. This is a subset; rates above refer to the full screens.

SMILES	FXIIa single	FXIa single inh
Cc1ccccc1NS(=O)(=O)c1ccc(N2CCCC2=O)cc1	6	-1
Cc1ccc(-n2[nH]c(C)c(C=Nc3ccc(C)cn3)c2=O)cc1	1	0
Cc1c(CC(C)C)nc(N)c(C#N)c1-c1ccccc1	-3	-2
COC(=O)C1C(=O)c2c([nH]c(C(=O)OCCOC(C)C)c2C)CC1C (stereo not given)	4	-7
CCC(CC)C(=O)NC12CC3CC(CC(C3)C1)C2	7	13
S=C1N(c2ccccc2)C(c2cccc3ccccc23)N2CCCN12 (stereo not given)	8	-7
O=C(C1COc2ccccc2O1)N1CCN(c2ccc(F)cc2)CC1 (stereo not given)	-7	-1
C=CCn1c(SCC(=O)c2c(N)n(CCC)c(=O)n(C)c2=O)nc2sc(CC)cc2c1=O	-2	0
Cc1nn(C(C)C(=O)NCCCc2ccccc2)c(=O)c2cc3occc3n12 (stereo not given)	4	-2
CCN(CC)c1ccc(N2C(=O)/C(=C/c3cccs3)SC2=S)cc1	-1	-13
O=C1c2ccccc2OC2(C=Cc3ccccc3O2)N1Cc1ccccc1 (stereo not given)	8	-9
CCc1ccc(NC(=O)C2CC(=O)N=C(N)S2)cc1 (stereo not given)	4	-6
COc1ccc(CN2CCCCC2C)cc1C (stereo not given)	10	5
Cc1cccc(OCC(=O)Nc2nnn(C)n2)c1C	6	-14
Nc1cc(=O)[nH]c(SCC(=O)Nc2ccc(Br)cc2)n1	-17	1
CCc1ccc(NC(=O)c2cc(-c3ccc(OC)cc3)on2)cc1	8	7
CCc1ccc(NC(=O)CCS(=O)(=O)c2cccc3nsnc23)cc1	3	8
COc1ccc(C2C(C(=O)Nc3cccnc3)=C(C)Nc3nc(-c4cccs4)nn32)cc1 (stereo not given)	8	1
CCc1nn(-c2ccccc2)c2c1-c1cc(OC)c(OC)cc1C1(N2)C(=O)Nc2ccccc21 (stereo not given)	4	14
CCCCCCSc1nnc(-c2cnn(-c3ccccc3)c2-n2cccc2)n1C	-18	22
CN(C)c1nc(OCCNC(=O)COc2ccc(Cl)cc2Cl)nc(N(C)C)n1	5	-1
O=C1N=C(N2CCCC2)S/C1=C\c1cccc(Br)c1	4	1
CCCn1c(Nc2ccccc2)nc2ccccc21	8	-4
CCOC(=O)c1cc(C)sc1N1C(=O)C2C3C=CC(C3)C2C1=O (stereo not given)	7	2

In the list so far, 3 contain an aryl thioether with sulfur outside any ring:
SMILES	FXIIa single	FXIa single inh
C=CCn1c(SCC(=O)c2c(N)n(CCC)c(=O)n(C)c2=O)nc2sc(CC)cc2c1=O	-2	0
Nc1cc(=O)[nH]c(SCC(=O)Nc2ccc(Br)cc2)n1	-17	1
CCCCCCSc1nnc(-c2cnn(-c3ccccc3)c2-n2cccc2)n1C	-18	22

Additional structures
SMILES	FXIIa single	FXIa single inh
COc1ccc(/C(O)=C/C(=O)C(=O)NNC(=O)C(O)(c2ccccc2)c2ccccc2)cc1	0	-2
CCOC(=O)C1=C(CSc2nc(-c3ccccc3)ccc2C#N)OC(N)=C(C#N)C1c1cccnc1 (stereo not given)	1	-7
O=C(OCC(=O)N1CCN(C(=O)c2ccco2)CC1)c1cc(-c2ccc(Cl)c(Cl)c2Cl)nc2ccccc12	5	8
CCOC(=O)c1sc2nc(CC(=O)OC)nc(N3CCN(c4ccc(OC)cc4)CC3)c2c1C	7	0
CC1CN(C(=O)c2ccc(C(=O)c3ccccc3)cc2)CC(C)O1 (stereo not given)	-13	2
CO/N=C(\Cn1ncc(NC2CCCCC2)c(Br)c1=O)c1ccc(Cl)cc1	-16	-16
CCCc1cc(=O)[nH]c(Nc2ccc(OC)c(Cl)c2)n1	4	3
CO[C@@]1(NC(=O)CSCC#N)C(=O)N2C(C(=O)O)=C(CSc3nnnn3C)CS[C@@H]21	-14	-13
CC(C)(C)c1ccc(-c2nnc(SCC(=O)c3ccc4c(c3)OCCO4)o2)cc1	-19	5
COCCCNC(=O)c1ccc2c(c1)CCN2S(C)(=O)=O	12	-3
CS(=O)(=O)N(Cc1ccccc1)c1ccc(C(=O)Nc2ccc3c(c2)OCO3)cc1	0	-1
CCCc1cc(C(=O)Cc2ccc(F)cc2)c(O)cc1O	6	-1
CC(=O)Nc1ccc(S(=O)(=O)NCC2CCC(C(=O)NCCC3=CCCCC3)CC2)cc1 (stereo not given)	10	1
O=C(NCc1ccc2c(c1)OCO2)c1nn2cccnc2c1Cl	5	-2
CCCn1nc(C(=O)N2CCc3ccccc3C2)c2ccccc2c1=O	6	1
CCN(CC)C(=O)c1sc(NC(=O)c2ccc(Br)o2)c(C(=O)OC)c1C	16	4
COc1cc2c(cc1OC)C(c1ccc(-c3cc(Cl)ccc3Cl)o1)=NCC2	7	0
O=C(C1CC1)N1CCc2cc(S(=O)(=O)N(CCO)Cc3ccccc3)ccc21	3	-2
Cc1cc(=O)n2[nH]c(SCc3ccccc3)nc2n1	5	9
Cn1cc(Br)c(C(=O)NC2C3CC4CC(C3)CC2C4)n1 (stereo not given)	4	-3
N#Cc1ccc(COC(=O)CSc2nnc(C3CCCCC3)n2N)cc1	2	1
CCn1c(CNC(=O)COc2ccc(C(C)C)cc2)nnc1SCC(=O)NC1CCCCC1C (stereo not given)	4	-1
C=CCn1c(SCC(=O)Nc2c(C)n(C)n(-c3ccccc3)c2=O)nc2sc(C)c(-c3ccccc3)c2c1=O	8	-6
O=C(Nc1nc2ccccc2s1)C1CC(=O)N(c2ccc(Cl)cc2)C1 (stereo not given)	4	-3

Brought forward from above: three compounds; new compounds follow.
SMILES	FXIIa single	FXIa single inh
CCn1c(CNC(=O)COc2ccc(C(C)C)cc2)nnc1SCC(=O)NC1CCCCC1C (stereo not given)	4	-1
C=CCn1c(SCC(=O)Nc2c(C)n(C)n(-c3ccccc3)c2=O)nc2sc(C)c(-c3ccccc3)c2c1=O	8	-6
O=C(Nc1nc2ccccc2s1)C1CC(=O)N(c2ccc(Cl)cc2)C1 (stereo not given)	4	-3
COc1ccc(S(=O)(=O)NC(C)C(=O)O)cc1 (stereo not given)	13	-1
Brc1ccc(-c2csc(NNC3=NCCCCC3)n2)cc1	6	2
CSc1nc2ccc3nc(NC(=O)C4COc5ccccc5O4)sc3c2s1 (stereo not given)	-19	-13
Cc1ccc(CNC(=O)c2ccc(CNc3c(N4CCCC4)c(=O)c3=O)cc2)cc1	12	-1
COc1cc(OC)cc(-c2nc(-c3ccccc3OC)no2)c1	5	0
COc1ccc(S(=O)(=O)Nc2ccccc2)cc1OC	2	8
Cn1cnnc1SCCNS(=O)(=O)c1ccccc1	6	0
N#C/C(=C/c1ccc(N2CCOCC2)c([N+](=O)[O-])c1)C(N)=O	9	3
CC(C)(C)C1CCC2(CC1)NC(=S)N(c1ccccc1)N2 (stereo not given)	2	4
O=C(Nc1ccc(Cl)cc1Cl)C1=Cc2ccccc2OC1	13	-1
O=C(NCC1CCCO1)c1cc(-c2ccc(Cl)cc2Cl)on1 (stereo not given)	4	6
Cc1ccc2cc(CN(C(=O)c3ccco3)c3ccccc3)c(=O)[nH]c2c1	5	0
Cn1c(CN2CCOCC2)nnc1SCC(N)=O	3	-9
Cc1ccc2nsnc2c1S(=O)(=O)NCc1ccncc1	2	8
COn1c(=O)c(=O)n(OC)c2ccccc21	4	4
CCOC(=O)c1nnn(-c2nonc2-n2cccc2)c1CCl	0	-1
CCOc1ccc(NC(=O)CN2CCN(CC(=O)Nc3ccc(F)cc3)CC2)cc1	11	0
CC(=O)c1c(C)[nH]c(C(=O)COc2cc(C)ccc2C(C)C)c1C	12	3
CCOC(=O)N1CCN(CCC(=O)Nc2ccc(OC)cc2)CC1	12	5
Cc1cc(N2C(=O)CC(Cc3ccc(Cl)cc3)C2=O)no1 (stereo not given)	8	4
O=C(Nc1ccccc1C(=O)NCC1CCCO1)c1ccco1 (stereo not given)	5	-4
CCOC(=O)N1CCN(C(=O)c2ccc(NC(=O)CC)cc2)CC1	-9	15
CCN(CC)S(=O)(=O)c1cc(C(=O)Nc2nncs2)c(Cl)cc1Cl	9	-2
O=C(Nc1nc(-c2ccccc2Cl)cs1)c1cccnc1	0	-11
O=C(Nc1ccc(Br)cn1)C1CCCN1S(=O)(=O)c1ccccc1 (stereo not given)	12	-2
O=C(N/N=C/c1ccco1)c1cc(-c2ccc3ccccc3c2)n[nH]1	6	-8
CCOC(=O)N1CCC(NC(=O)c2ccc3nc4ccccc4c(=O)n3c2)CC1	12	3
CCN(CC)c1ccc(/C=c2/sc3nnc(-c4ccccc4C)n3c2=O)cc1	11	3
CCc1c(C)sc(NC(=O)c2cccs2)c1C(N)=O	-2	-10
O=C(Nc1ccccc1)Nc1ccc2snnc2c1	6	7
CCC(Sc1nc2cc(OC)c(OC)cc2c(=O)n1Cc1ccco1)C(=O)NCCOC (stereo not given)	3	8
CN(CC(O)COc1ccc(OCC(O)CN(C)C2CCCCC2)cc1)C1CCCCC1 (stereo not given)	2	0
O=C(NC1CCCCC1)C(c1ccccc1)N1CCc2ccccc21 (stereo not given)	4	-5
CCOc1ccc2nc(NC(=O)c3cnc(C)cn3)sc2c1	0	-2
CCC(=O)Nc1nc(CC(=O)Nc2ccccc2OC)cs1	3	4
COc1ccc(-c2c3c(=O)n(C)c(=O)n(C)c3c3nnc4ccccc4n23)cc1	-9	1
Cc1ccc(OCc2nnc(SCC(=O)Nc3nccs3)n2-c2ccccc2)cc1C	2	-1
CCOC(=O)N1CCN(C(=O)CN(C)S(=O)(=O)c2ccc3c(c2)C(C)(C)C(=O)N3C)CC1	4	0
O=C1Nc2ccccc2N(O)N1c1cc(-c2cccc(Cl)c2)no1	4	-9
COc1ccc(-c2nnc(-c3cc4c(ccc5ccccc54)oc3=O)o2)cc1	-11	-12
c1ccc2c(CSCCc3ccncc3)cccc2c1	-15	26
CCCCC(CC)CNC(=O)C1C2C=CC(C2)C1C(=O)O (stereo not given)	18	0
NS(=O)(=O)c1ccc2c(c1)C1C=CCC1C(C1CC=CCC1)N2 (stereo not given)	5	-1
COc1cc(C(=O)Nc2nc3ccccc3s2)ccc1OCc1c(C)noc1C	7	2
CCCCN1C2=C(C(=O)CC(C)(C)C2)C(c2ccccc2)C2=C1c1ccccc1C2=O (stereo not given)	6	5
C/C(=N\NC(=O)Cc1cccn1C)c1cccc2ccccc12	6	-7
CC(Oc1ccccc1)C(=O)Nc1ccccc1F (stereo not given)	5	4
CC(C)(C)C(=O)Nc1nnc(SCC(=O)NCc2cccs2)s1	3	7
Cc1ccnc(NC(=O)c2ccc(NC(=O)c3ccco3)cc2)c1	3	1
COCCN(C(=O)CNC(=O)c1ccco1)C(C(=O)NC1CCCC1)c1cccs1 (stereo not given)	12	-1
CCc1ccccc1NC(=O)CSc1nnc([C@H](CCSC)NC(=O)OC(C)(C)C)o1	5	1
Cc1cccc(NC(=O)CN(C)S(=O)(=O)c2ccccc2)n1	5	-6
Cc1cc(Cl)ccc1N=c1ssnc1Cl	0	-1
COc1ccc(OC)c(S(=O)(=O)Nc2ccccc2C)c1	2	0
CC(=O)Cc1nsc(NC(=O)c2cccs2)n1	8	4
Cc1cc2oc(C(=O)NCc3ccncc3)c(C)c2cc1C	-16	-10
CCCCCCc1cc2cc(-c3nnc(-c4ccccc4OC)o3)c(=O)oc2cc1O	-47	-17
O=C(O)c1c(F)c(F)cc2ccccc12	7	2
Oc1[nH]c2ccccc2c1OCc1ccncc1	3	2
Cc1cc(NCc2ccccc2Cl)n2nnnc2n1	5	-4

Further results.
SMILES	FXIIa single	FXIa single inh
CCc1c(O)nc(SCC(=O)NC(C)(C)C)n(-c2ccccc2)c1=O	1	43*
CC(C)N(C(=O)CSc1nn2c(=O)c(C(C)(C)C)nnc2s1)c1ccccc1	-8	-2
Cc1ccc(C(=O)Oc2ccc3c(c2)ncn3C)cc1	16	-4
CN(C)CCC(O)(c1ccccc1)c1ccccc1	5	-6
Cn1cnc2c1c(=O)n(Cc1cccc(Br)c1)c(=O)n2C	-4	-8
O=C(Nc1cccc(F)c1)N1CC=C(c2ccc(Cl)cc2)CC1	-3	-10
CCc1nnc(NC(=O)CCc2ccc(C)o2)s1	5	-8
COc1ccc(-c2ccc(=O)n(CC(=O)Nc3ccc(C(=O)NC4CC4)cc3)n2)cc1OC	12	7
Cc1cccc(N2CCN(C(=O)C3CCN(S(=O)(=O)c4cccnc4)CC3)CC2)c1C	4	-1
Nc1c(C(=O)Nc2ccccc2)sc2nc3c(c(-c4ccco4)c12)CCC3	5	0
COc1ccccc1NC(=O)N1CCN(c2ccc(F)cc2)CC1	9	0
O=C(Nc1ccc(Cl)cc1)N(C1=NCCC1)c1ccc(OC(F)F)cc1	-15	3

Exported with two lines to a compound: five of the compounds above.
Values run as follows: FXIIa single | FXIa single inh
- CCc1nnc(NC(=O)CCc2ccc(C)o2)s1
    5 | -8
- COc1ccc(-c2ccc(=O)n(CC(=O)Nc3ccc(C(=O)NC4CC4)cc3)n2)cc1OC
    12 | 7
- Cc1cccc(N2CCN(C(=O)C3CCN(S(=O)(=O)c4cccnc4)CC3)CC2)c1C
    4 | -1
- Nc1c(C(=O)Nc2ccccc2)sc2nc3c(c(-c4ccco4)c12)CCC3
    5 | 0
- COc1ccccc1NC(=O)N1CCN(c2ccc(F)cc2)CC1
    9 | 0
